FBW7 activator = FBW7 E3 ligase activators, primary screen, biochemical, AlphaScreen, human | F-box/WD repeat-containing protein 7 (Homo sapiens), Q969H0 | AlphaScreen FBW7–phospho-cyclin E peptide binding, activator screen | normalized activity (activation), % at 26.1 µM | 650,000 compounds, 0.13% hits | AID 1259310, 2017; in the data active = normalized activity above about 1.9%;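 also: purified mutant Fbw7 with reduced substrate affinity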
Target sequence (Q969H0 whole entry, looked up): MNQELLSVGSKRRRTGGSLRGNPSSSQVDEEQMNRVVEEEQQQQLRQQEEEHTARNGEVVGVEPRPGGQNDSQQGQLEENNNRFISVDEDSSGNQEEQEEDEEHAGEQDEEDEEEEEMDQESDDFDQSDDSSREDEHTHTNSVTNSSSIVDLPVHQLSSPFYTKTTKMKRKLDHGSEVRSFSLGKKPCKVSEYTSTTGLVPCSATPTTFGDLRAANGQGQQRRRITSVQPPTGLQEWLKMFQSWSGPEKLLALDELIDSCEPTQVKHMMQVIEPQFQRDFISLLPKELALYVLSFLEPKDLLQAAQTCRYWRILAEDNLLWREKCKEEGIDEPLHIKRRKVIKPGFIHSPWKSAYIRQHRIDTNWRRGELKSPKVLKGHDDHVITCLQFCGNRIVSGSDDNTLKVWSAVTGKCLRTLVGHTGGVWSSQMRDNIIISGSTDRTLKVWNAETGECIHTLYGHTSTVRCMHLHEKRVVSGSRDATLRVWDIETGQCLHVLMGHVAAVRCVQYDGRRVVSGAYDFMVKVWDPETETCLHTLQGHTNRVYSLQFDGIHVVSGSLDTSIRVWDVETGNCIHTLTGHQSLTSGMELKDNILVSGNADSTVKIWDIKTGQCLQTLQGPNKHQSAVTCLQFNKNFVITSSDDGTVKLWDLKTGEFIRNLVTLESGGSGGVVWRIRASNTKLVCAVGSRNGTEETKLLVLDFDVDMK
TEAD-YAP block = TEAD-YAP interaction inhibition, primary screen, TEAD-YAP interaction inhibitor project, luminescence, HEK-TIYL cells; AID 1259422, 2018; TEAD-Gal4/YAP UAS-luciferase luminescence; 640,000 compounds, 1.4% hits; inhibition, % at 9.12 µM; in the data active = inhibition above about 32%;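 also: 0% = median of test compound wells and 100% = reference inhibitor wells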
MITF primary = MITF inhibitors, primary screen, biochemical, AlphaScreen, human. AID 1259374, 2018. inhibition, % at 2.6 µM. Microphthalmia-associated transcription factor (Homo sapiens), O75030. 650,000 compounds, 0.91% hits. AlphaScreen MITF homodimerization, bead proximity signal; in the data active = inhibition above about 50%;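 also: 0% = vehicle wells with protein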
GPR151 activ = activators of human GPR151, primary screen, cell-based, PathHunter beta-arrestin, luminescence; G-protein coupled receptor 151 (Homo sapiens), Q8TDV0; PathHunter beta-arrestin GPR151 cells; activation, % at 11.2 µM; 650,000 compounds, 1% hits; AID 1508602, 2020; in the data active = activation above about 4.9%;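 also: 0% = median of compound wells and 100% = cells with positive control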
Target sequence (Q8TDV0 whole entry, looked up): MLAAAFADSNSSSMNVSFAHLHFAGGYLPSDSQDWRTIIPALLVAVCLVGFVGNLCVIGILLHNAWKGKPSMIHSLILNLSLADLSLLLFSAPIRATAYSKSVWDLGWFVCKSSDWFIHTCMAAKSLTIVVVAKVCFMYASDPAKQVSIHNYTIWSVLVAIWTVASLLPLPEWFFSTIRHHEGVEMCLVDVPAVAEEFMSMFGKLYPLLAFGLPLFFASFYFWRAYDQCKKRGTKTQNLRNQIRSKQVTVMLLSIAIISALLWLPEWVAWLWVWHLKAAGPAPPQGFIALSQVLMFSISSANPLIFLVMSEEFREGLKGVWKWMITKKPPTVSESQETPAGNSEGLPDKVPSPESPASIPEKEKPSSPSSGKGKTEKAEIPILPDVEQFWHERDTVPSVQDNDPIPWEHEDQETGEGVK
Starred values were filed as active, the others as inactive.

SMILES	FBW7 activator	TEAD-YAP block	MITF primary	GPR151 activ
O=C(NCc1ccc(C(=O)NCCc2ccccn2)cc1)Nc1ccc(-c2cn[nH]c2)cc1	1.9*	3	26	1.4
O=S(=O)(NC1CCCCC1)c1cccc2nsnc12	0.0	0	12	-0.8
COc1ccc2c(c1)S(=O)(=O)C(c1ccccc1)=C2N	0.3	-16	12	-0.6
Cn1nc(-c2ccc(Cl)cc2)c2cc(C(=O)N3CCCC3)sc21	0.0	8	11	1.1
Cc1onc(-c2ccccc2Cl)c1C(=O)Nc1nc(-c2ccccc2)cs1	-0.2	-3	1	0.4
CCOc1ccccc1NC(=O)CCc1nnc2ccc(N3CCOCC3)nn12	-0.1	-5	-2	-1.1
Cc1cc(C)cc(NC(=O)NC2CCNCC2)c1	0.0	-1	2	8.2*
Cc1cc(C)c(NC(=O)CSc2ccc3nnc(-c4ccccc4)n3n2)c(C)c1	0.0	11	3	-0.1
CC1(C)CC(=O)C=C(NCCCn2ccnc2)C1	-0.3	-5	9	0.5
CC(C)CNc1cnn(C)c(=O)c1Cl	0.0	-6	-14	-0.7
CCN1CCN(CCCOc2cccc(C(C)C)c2)CC1	0.4	7	48	-0.8
COc1ccccc1Cn1c(=S)[nH]c2cc(C(=O)NCCCN3CCOCC3)ccc2c1=O	0.2	5	18	-0.1
Cc1ccc(NC(=O)Cn2cnc3ccccc3c2=O)c(C)c1	0.0	2	11	4.0
CC(=O)N(Nc1oc(=O)nc2ccccc12)c1ccc([N+](=O)[O-])cc1	0.0	-29	8	-0.9
CC[C@H](Cn1nc(-c2cccs2)ccc1=O)NC(=O)CCc1c(C)noc1C	-0.1	-11	10	-0.1
COc1ccc(-c2cc(-c3cccs3)nc3sc4c(O)cc(=O)[nH]c4c23)cc1	0.0	-6	34	0.2
CCCCNCCCOc1c(C)cccc1C	-0.2	-5	3	2.0
CC1Cc2ccccc2N1C(=O)Cn1nnc(-c2ccccc2NC(=O)C2CCC2)n1 (stereo not given)	0.0	7	16	-0.5
O=C(OCc1ccccc1)C1C2C=CC3(CN(c4ccccc4Br)C(=O)C13)O2 (stereo not given)	0.1	-11	6	2.5
O=C(NC1CCS(=O)(=O)C1)C1CCCC1 (stereo not given)	0.0	4	-12	0.8
O=C1CS/C(=N/N=C/c2ccc(-c3cccc(Cl)c3)o2)N1	1.1	-2	13	-0.3
O=C(COc1ncnc2ccccc12)NC12CC3CC(CC(C3)C1)C2	0.1	-6	1	0.6
NC(=O)c1cnn(-c2cc(C(F)(F)F)ccc2Cl)c1N	0.0	2	4	1.0
CCOC(=O)CSc1nc2cc(C(=O)OC)ccc2c(=O)n1C1CCCCC1	0.0	-16	2	-2.2
Cc1ccc2oc(=O)c3cc(C(=O)NCCCN4CCCC4)sc3c2c1	0.2	0	-5	0.7
CCc1nnc(NC(=O)CSc2nnc(-c3ccccn3)n2-c2ccccc2C)s1	-0.1	10	1	-0.5
COc1ccc(-c2cn3ccc(C)cc3n2)cc1Br	-0.3	-133	7	-5.2
CC(C)(C)C(=O)CSc1nc2sc3c(c2c(=O)n1-c1ccccc1)CCCC3	0.0	2	1	-0.5
O=C1C2OCC(O2)[C@H]2[C@H]1[C@H]1C=Cc3ccccc3N1[C@@H]2C(=O)c1ccc(F)cc1 (stereo not given in full)	-0.1	8	7	-1.0
O=C(O)c1ccc(CSc2nc3ccccc3c(=O)n2-c2ccccc2)cc1	-0.1	-2	4	-0.3

Whole records as entered above. Screens in order: FBW7 activator | TEAD-YAP block | MITF primary | GPR151 activ
`O=C1CS/C(=N/N=C/c2ccc(-c3cccc(Cl)c3)o2)N1` across the screens: 1.1 | -2 | 13 | -0.3
`CCOC(=O)CSc1nc2cc(C(=O)OC)ccc2c(=O)n1C1CCCCC1` across the screens: 0.0 | -16 | 2 | -2.2

Next part:
SMILES	FBW7 activator	TEAD-YAP block	MITF primary	GPR151 activ
CC1=C(C(=O)OC2CCCC2)C(c2ccccc2)C2=C(CC(c3ccccc3)CC2=O)N1 (stereo not given)	0.3	19	1	-0.7
CCOC(=O)C1=C(CSCC(=O)O)NC(=O)NC1	0.0	15	-3	0.3
Cn1c(=O)c2cc(C(=O)N3CCCCC3)sc2c2ccccc21	0.6	-52	6	-0.4
CC1CC(C)CN(c2ccc(C(=O)O)cc2[N+](=O)[O-])C1 (stereo not given)	-0.1	7	9	-0.6
CC1=NOC(=O)/C1=C/c1ccc(-c2ccc(C(=O)O)cc2)o1	0.0	7	57*	0.3
O=C(NCCn1cnc(-c2ccccc2)cc1=O)c1cc2ccccc2oc1=O	0.1	-1	4	3.2
CCOC(=O)C1CCN(C(=O)/C(=C/c2ccco2)NC(=O)c2ccc(C)c(C)c2)CC1	0.0	4	-3	1.4
Cc1noc(C)c1COc1ccc(C(=O)OCC#N)cc1	0.2	-4	-4	-0.2
COc1ccc(Cc2nnc(SC)[nH]c2=O)cc1OC	0.0	-5	-3	-0.6
O=C(CN1C(=O)CCC1=O)Nc1nc(-c2ccc(Cl)cc2)cs1	-0.1	-10	0	1.8
Cc1ccc(-n2c(C)cc(/C=C3\C(=O)NC(=O)N(Cc4ccco4)C3=O)c2C)c(C)c1	-0.5	0	16	2.3
COc1ccccc1-c1ocnc1C(=O)Nc1ccc(N2CCCCC2C)c(C(N)=O)c1 (stereo not given)	-0.2	-8	-1	-0.4
O=C1CCSc2c1cccc2C(=O)NC1CCCCCC1	0.0	-6	-16	-1.7
O=C(NC1CCS(=O)(=O)C1)c1c(F)cccc1F (stereo not given)	0.1	-17	3	0.5
O=C(NCc1ccc2c(c1)OCO2)c1ccc(CNc2c(NC3CCCC3)c(=O)c2=O)cc1	-0.2	-16	2	3.8
Cc1cccc(CNC(=O)C2CC23CCN(C(=O)c2ccc4[nH]ccc4c2)CC3)n1 (stereo not given)	0.1	8	-4	-1.0
Nc1cc(N)nc(SCC(=O)NC(=O)NC2CCCC2)n1	-0.2	-1	-3	0.2
COc1ccc(C(=O)NCc2ccc3c(c2)OCO3)nn1	-0.2	-5	0	0.8
CC(C)(C)Nc1c(-c2ccccc2OCc2ccccn2)nc2cnccn12	0.0	5	-1	-0.2
CCN(C(=O)c1cccc(I)c1)c1ccccc1	-0.1	-4	-4	0.0
COc1cccc(N2CCN(C(=O)Cn3cc4c(n3)CCC(C)C4)CC2)c1 (stereo not given)	0.1	-6	-2	-0.9
CC(C)(C)NC(=O)C(Cc1ccccc1)N1C(=O)c2ccccc2C1=O (stereo not given)	-0.1	7	-12	0.1
COc1cccc(COC(=O)Nc2ccc(-c3cn[nH]c3)cc2SCCC(=O)N(C)C)c1	0.5	-9	36	-0.5
Cc1ccc(S(=O)(=O)NCc2ccncc2)cc1C	0.3	41*	4	1.7
COc1ccc(/C=N\Nc2nc3ccccc3[nH]2)c(OC)c1	0.1	1	11	-0.5
O=C(C1CC12CCN(Cc1cccc3nccnc13)CC2)N1CCc2ccccc2C1 (stereo not given)	0.1	-6	13	0.5
COc1ccc2c(Cl)c(C(=O)NCCc3ccccc3)sc2c1	-0.1	-21	-6	-0.4
CNC(=O)CSc1nc(N)c2c3c(sc2n1)CCC3	0.5	-10	4	2.6
C=CCNC(=O)/C(=C/c1cccc([N+](=O)[O-])c1)NC(=O)c1cccc(Br)c1	0.0	6	5	0.4
Cc1ccc2cc(CN(CCCO)C(=O)Nc3cccc(Cl)c3)c(=O)[nH]c2c1	-0.2	11	11	0.2
CCCC1=NN2C(=N)/C(=C/c3ccc(OCCOc4ccccc4)cc3)C(=O)N=C2S1	0.0	-18	2	0.5
Cc1ccc2nc(-c3ccccc3)c(NC(=O)c3ccco3)n2c1	0.2	-14	14	0.7
O=C(Nc1ccc(F)cc1)C1CCCN1S(=O)(=O)c1cccc2cccnc12 (stereo not given)	0.0	-34	0	-0.1
CCOc1ccccc1Oc1coc2cc(O)ccc2c1=O	0.0	-10	-13	0.2
OCC1CCCN1c1nc(Nc2ccc(N3CCOCC3)cc2)c2ncn(Cc3ccc(C(F)(F)F)cc3)c2n1 (stereo not given)	-0.3	-9	-4	-1.8
O=C(CCc1ccccc1)Nc1ccc(NC(=O)C2CC2)nc1	-0.2	-15	1	-1.8
CCCCC1CCC(C(=O)NNC(=O)c2ccc([N+](=O)[O-])cc2)CC1 (stereo not given)	0.1	4	-5	0.3
COc1ccc(CNc2ccc3nc4ccc(C)cc4c(=O)n3n2)cc1	0.2	-3	-8	-0.2
COc1ccccc1NS(=O)(=O)c1ccc(NC(=O)CCSc2ccccc2)cc1	0.4	-7	15	-0.1
Cc1cc(C(=O)COC(=O)c2n[nH]c3ccccc23)c(C)n1-c1ccc2c(c1)OCO2	-0.1	-8	-2	0.8
COCCn1c(SCC(=O)OC(C)C)nnc1-c1ccco1	0.0	1	3	1.2
O=C(/C=C/c1ccco1)NCCCCNC(=O)/C=C/c1ccco1	-0.1	-29	57*	-0.2
Cc1cc(C)nc(NS(=O)(=O)c2ccc(Nc3cc(Cl)c4nonc4c3[N+](=O)[O-])cc2)n1	0.0	-1	-10	0.2
COc1ccc(C)cc1NC(=O)CCNC(=O)Cn1ccc2ccccc2c1=O	0.2	2	16	-0.5
O=[N+]([O-])c1cccc(C2Oc3ccccc3C(c3ccccc3)(c3ccccc3)O2)c1 (stereo not given)	0.1	5	3	2.5
CCOc1cc2c(cc1/C=C1/NC(=O)N(c3ccccc3)C1=O)OCO2	0.1	3	19	-2.5
Cc1nnc2ccc(SCC(=O)N3C[C@@H]4CCC[C@H]3C4)nn12	0.2	4	3	1.9
O=C(COc1ccccc1)Nc1ccc(F)cc1F	0.5	-18	7	1.0
O=C(CNC(=S)N(CCCN1CCOCC1)Cc1cccs1)N1CCc2ccccc21	-0.2	5	-1	2.2
O=C(c1cnc2sccn2c1=O)N1CCCc2ccccc21	0.1	8	12	-0.2
CCOc1ccc(C(CC(=O)O)NC(=O)c2cccc(Br)c2)cc1OC (stereo not given)	0.2	-8	14	0.2
COc1cc(Nc2cc(C)nc(Nc3ccc(-n4ccnc4)cc3)n2)cc(OC)c1OC	0.2	0	29	-0.6
CC(=O)c1cccc(Nc2c(-c3ccc(C)c(C)c3)c(=O)c2=O)c1	0.1	-8	9	-0.2
Cc1cc(Br)ccc1NC(=O)CCn1c(=O)oc2ccccc21	-0.3	-7	-3	-0.1
CCOc1ccc2nc(SCCN(C)C)[nH]c2c1	0.0	-12	9	3.3
O=C(Nc1nnc(-c2ccco2)o1)c1ccc(S(=O)(=O)N2CCOCC2)cc1	-0.1	-18	5	0.2
COC(=O)c1c(NC(=O)C2CCCCC2)sc2c1C(C(=O)OC)CC2 (stereo not given)	-0.1	0	9	2.6
CN1CC(=O)N(C)C2N=CN(C)C2C1=O (stereo not given)	0.0	0	-9	0.5
CC1Sc2cc(S(=O)(=O)CCC(=O)Nc3cccc(Cl)c3)ccc2NC1=O (stereo not given)	-0.1	0	-4	-0.6
O=C(N1CCCC1)C1(S(=O)(=O)c2ccc(Cl)cc2)CC1	0.1	4	-5	-0.8

Part of the list above, as a markdown table.
| smiles | FBW7 activator | TEAD-YAP block | MITF primary | GPR151 activ |
| --- | --- | --- | --- | --- |
| Cc1cc(Br)ccc1NC(=O)CCn1c(=O)oc2ccccc21 | -0.3 | -7 | -3 | -0.1 |
| O=C(COc1ccccc1)Nc1ccc(F)cc1F | 0.5 | -18 | 7 | 1.0 |
| O=C(Nc1nnc(-c2ccco2)o1)c1ccc(S(=O)(=O)N2CCOCC2)cc1 | -0.1 | -18 | 5 | 0.2 |
| CC(=O)c1cccc(Nc2c(-c3ccc(C)c(C)c3)c(=O)c2=O)c1 | 0.1 | -8 | 9 | -0.2 |
| COC(=O)c1c(NC(=O)C2CCCCC2)sc2c1C(C(=O)OC)CC2 (stereo not given) | -0.1 | 0 | 9 | 2.6 |
| O=C(CNC(=S)N(CCCN1CCOCC1)Cc1cccs1)N1CCc2ccccc21 | -0.2 | 5 | -1 | 2.2 |
| O=C(c1cnc2sccn2c1=O)N1CCCc2ccccc21 | 0.1 | 8 | 12 | -0.2 |

Following part:
SMILES	FBW7 activator	TEAD-YAP block	MITF primary	GPR151 activ
COc1cc(C=O)cc(OC)c1OCc1ccc(F)cc1	0.0	-1	9	0.3
CNCCCc1nc(-c2ccc(Cl)cc2)c2cc(OC)ccn12	-0.2	-28	21	-0.3
Cc1ccnc(N(C(=O)Nc2ccccc2)C2=NCC(C)(C)S2)c1	-0.8	-61	7	-1.2
O=C(Nc1ccc(C(=O)N2CCOCC2)cc1)c1nn2c(C(F)(F)F)cc(-c3ccccc3)nc2c1Br	0.5	4	15	-0.2
CC(C)CNS(=O)(=O)c1ccc(CCC(=O)Nc2ccc3c(c2)OCCO3)cc1	-0.1	8	-9	-0.7
COc1ccc(CNC(=O)C/C(C)=N/NC(=O)COc2ccccc2)cc1	0.6	-8	13	-0.9
CCCn1c(SCC(=O)N2c3ccccc3CC2C)nnc1-c1ccco1 (stereo not given)	0.1	-15	-4	1.2
COc1ccccc1C(=O)NCc1nnc(SCC(=O)N2CCCc3ccccc32)n1-c1cccc(C(F)(F)F)c1	0.2	0	-4	0.1
O=S(=O)(NC1=NCCC1)c1ccc(F)cc1	-0.1	3	0	0.7
COc1ccccc1/C=N/NC(=S)Nc1ccccc1OC	-0.1	46*	-4	1.4
CC(=O)Nc1ccc2nc(SCC(=O)Nc3ccc(C)c(C)c3)sc2c1	-0.1	-21	-4	2.6

Source: PubChem

Outcome played no part in choosing rows. Share with any hit: about 3.4%.
